Assay outcomes from PubChem BioAssay.
M17LAP inhibition: P. falciparum M17LAP inhibitors, primary screen, biochemical, fluorogenic H-Leu-NHMec substrate, 1536-well (AID 1619) | recombinant M17LAP, H-Leu-NHMec fluorogenic kinetic assay; higher % means a stronger effect | Leucine aminopeptidase (Plasmodium falciparum (isolate 3D7)) | hit rate 0.38% among 220,000 | inhibition, % at 30 µM, or IC50 in µM where a hit was titrated;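 active = compound inhibiting the enzyme by more than half at any dose during confirmatory dose-response retesting; inconclusive = strong single-dose inhibitors picked by rank but not retested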;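 also: plate controls were full reaction with DMSO carrier for no effect and no enzyme background for full effect; strong numbers were not always called active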
XIAP antagonists: XIAP antagonists, biochemical, IAP family, fluorescence polarization (AID 1018). E3 ubiquitin-protein ligase XIAP (Homo sapiens). displacement, % at 20 µM, or IC50 in µM where a hit was titrated. XIAP BIR domain, fluorescence polarization peptide displacement; higher % means a stronger effect. hit rate 0.007% among 200,000; in the data active = displacement above about 50%; also: a part of the inactive calls stands beside numbers as strong as those of hits
Yfh1-depleted yeast: enhancers of respiration in Yfh1-depleted yeast, dose response, Friedreich's ataxia, plus single-dose screen (AID 1465); S. cerevisiae Yfh1-off respiration, WST-1 reduction, 72 h; higher fold induction means a stronger effect; fold induction at 50 µM; hits with a dose series show EC50 in µM; hit rate 0.074% among 220,000;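 active = fold induction of absorbance versus untreated yeast above a set limit, then at least 30% activation at any dose in follow-up; inconclusive = repeats straddling the limit, or above it without dose testing; inactive = fold induction below the set limit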;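 also: activators that raise dye reduction in frataxin-depleted yeast; strong numbers were not always called active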
West Nile virus CPE: West Nile virus antiviral activity, cell-based, CPE readout (AID 1621); West Nile virus-infected cells, CPE inhibition; higher % means a stronger effect; CPE inhibition, % at 10 µM, or IC50 in µM where a hit was titrated; hit rate 0.02% among 290,000; in the data active = a potency from the dose series; inconclusive = CPE inhibition mostly from about 3.7% at the one dose, without a potency; inactive = the rest, 99 in 100 with CPE inhibition below about 2.2%; also: strong numbers were not always called active
Siah-1 displacement: Siah-1 peptide-binding antagonists, primary screen, biochemical, fluorescence polarization, rhodamine-plectin, uHTS (AID 1817); E3 ubiquitin-protein ligase SIAH1 (Homo sapiens); Siah-1 / rhodamine-plectin peptide fluorescence polarization; higher % means a stronger effect; one-dose displacement, % at 20 µM; IC50 in µM for titrated hits; hit rate 0.02% among 290,000;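 active = displacement of at least 50% at 20 µM, with a fluorescence ratio check between 0.3 and a set limit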;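 also: plate controls were Siah plus tracer with DMSO for no effect and tracer alone without Siah for full effect; strong numbers were not always called active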
human PMI inhibitors: human PMI inhibitors, high substrate, primary screen, biochemical, fluorescence intensity, high mannose 6-phosphate (AID 1220); recombinant PMI enzyme, coupled fluorescence intensity; higher % means a stronger effect; hit rate 0.66% among 190,000; Mannose-6-phosphate isomerase (Homo sapiens); inhibition, % at 20 µM, or IC50 in µM where a hit was titrated; in the data active = inhibition above about 50%
CSM14.1 death rescue: rescue of cells from ER stress-induced death, primary screen, 384-well, CSM14.1, thapsigargin, ATP luminescence (AID 1222). CSM14.1 thapsigargin-induced death rescue, ATP luminescence; higher % means a stronger effect. 190,000 tested, under 10 active. cellular ATP content (survival), % at 20 µM; hits with a dose series show EC50 in µM;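 active = EC50 below 50 µM in the dose-response confirmation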;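 also: death triggered by thapsigargin at about 15 µM added after 2 h compound pretreatment; cell ATP read after overnight thapsigargin exposure of roughly 18 to 22 hours; normalized against plate controls of thapsigargin alone and 5% DMSO vehicle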
P. falciparum M1AAP: P. falciparum M1AAP inhibitors, biochemical, fluorogenic H-Leu-NHMec substrate, 1536-well (AID 1445); recombinant M1AAP, H-Leu-NHMec fluorogenic kinetic assay; higher % means a stronger effect; inhibition, % at 30 µM; hits with a dose series show IC50 in µM; hit rate 0.42% among 220,000;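 active = primary inhibition above the hit cutoff, then over 50% inhibition at one or more dose response concentrations, cut at about 23% in these data, passing the limit was not always enough; inconclusive = conflicting primary data, or primary hits not chosen for dose response; inactive = low primary inhibition, or under 50% at every dose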;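 also: plate controls were DMSO full reaction for no effect and no enzyme background for full effect; strong numbers were not always called active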
Salmonella PhoP GFP: inhibitors of PhoP regulon expression, primary screen, Salmonella Typhimurium, GFP reporter (AID 1863). hit rate 0.16% among 300,000. S. Typhimurium PhoP-regulated promoter GFP reporter, 4 h; higher % means a stronger effect. inhibition, % at 50 µM; hits with a dose series show IC50 in µM;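 active = inhibition over 29.93%, a cutoff 3 SD above the screen mean, later confirmed by dose response; inconclusive = inhibition over 29.93% but no dose response follow-up; inactive = inhibition at most 29.93% or unconfirmed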;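 also: 0% = low Mg2+ inducing control and 100% = high Mg2+ repressing control; strong numbers were not always called active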
* marks the source's active call; other numbers are inactive results; i = inactive; ? = inconclusive; . = no result given.

Order of values – M17LAP inhibition	XIAP antagonists	Yfh1-depleted yeast	West Nile virus CPE	Siah-1 displacement	human PMI inhibitors	CSM14.1 death rescue	P. falciparum M1AAP	Salmonella PhoP GFP
[1] Cc1occc1C(=O)Nc1c(F)c(F)c(F)c(F)c1F
 : 3.2%	-7.7%	i	-0.8%	-4.0%	-5.9%	-2.3%	-2.4%	1.0%
[2] O=C(Nc1cccc(Cl)c1)Nc1ccc(Br)cc1F
 : 1.4%	-1.2%	i	-1.1%	-2.1%	6.5%	8.3%	6.0%	13.3%
[3] CC(C)CCNC(=O)C1CCN(c2nnc(-n3cccc3)s2)CC1
 : 13.2%	-7.1%	i	0.9%	6.3%	8.1%	-2.3%	10.2%	2.5%
[4] COc1ccc(C)cc1N(C(=O)c1cccc(F)c1)c1nc2ccccc2s1
 : 0.7%	0.4%	i	-0.3%	3.8%	1.0%	-0.4%	2.2%	0.2%
[5] NC(=O)c1c(NC(=O)c2ccncc2)sc2c1CCCC2
 : -5.4%	-5.2%	i	0.0%	-17.1%	-3.7%	-9.3%	4.1%	3.0%
[6] CC1(C)CC(=O)C([N+](=O)[O-])=C(NCCCO)C1
 : 12.8%	-2.2%	i	1.4%	-6.6%	0.2%	-0.8%	4.2%	11.7%
[7] O=C(Nc1cccnc1)Nc1cc(Cl)cc(Cl)c1
 : 6.5%	-5.2%	i	-1.8%	-3.8%	10.3%	-2.9%	6.6%	-4.8%
[8] Nc1nc(CSc2nnnn2-c2ccc(Cl)cc2)nc(N2CCOCC2)n1
 : 2.4%	-1.2%	i	-0.1%	4.0%	-2.4%	-1.0%	0.7%	-10.6%
[9] Cn1cnc([N+](=O)[O-])c1Sc1ncccc1N
 : 16.7%	-5.0%	i	-0.7%	-4.7%	-15.3%	-4.3%	2.6%	25.2%
[10] COC(=O)C(C(=O)Nc1ccc(OC)cc1)C1CCCCCC1 (stereo unspecified)
 : 1.6%	-4.2%	i	0.0%	-1.2%	10.6%	2.7%	-7.9%	-3.0%
[11] O=C(CSc1nnc(-c2ccncc2)n1C1CCCCC1)Nc1ccccc1
 : 5.0%	-1.9%	i	-0.4%	-3.4%	3.2%	2.3%	0.5%	4.8%
[12] CC1=CC(C)C2C(=O)N(CCCN(C)C)C(=O)C2C1 (stereo unspecified)
 : -0.7%	-1.3%	i	-0.2%	2.5%	4.9%	.	3.1%	-2.5%
[13] COc1cc(Cl)c(S(=O)(=O)NCCN2CCOCC2)cc1Cl
 : 17.4%	-21.4%	i	-0.4%	-2.1%	-3.5%	-3.3%	16.3%	-10.4%
[14] CC12CCC(C(=O)Nc3ccc4c(c3)OCCO4)(OC1=O)C2(C)C (stereo unspecified)
 : 2.4%	-4.4%	i	0.4%	9.1%	0.9%	3.7%	-1.8%	2.8%
[15] Cc1cc(C(=O)NC2CCCCC2)c(C)n1-c1ccc(F)cc1
 : 18.5%	-5.2%	i	-1.4%	-6.0%	8.3%	-2.7%	1.7%	-2.0%
[16] Cc1ccc(OCCNc2cc(N3CCN(CCO)CC3)ccc2[N+](=O)[O-])cc1C
 : -10.2%	-6.4%	i	?	6.1%	25.7%	-6.0%	10.5%	12.2%
[17] CCOC(=O)C1=NOC(CNC(=O)c2ccccc2Cl)C1 (stereo unspecified)
 : -1.7%	-1.5%	i	0.4%	1.3%	-12.5%	.	-2.9%	-0.8%
[18] CCn1nccc1C(=O)Nc1nccs1
 : -18.0%	-3.1%	i	0.8%	-6.1%	5.7%	-4.0%	-0.2%	8.7%
[19] Cc1cc(C)nc(-n2ncc3c2CC(C)CC3=O)n1 (stereo unspecified)
 : -0.6%	.	i	0.7%	2.4%	.	.	8.8%	-4.9%
[20] COCCNC(=O)CCc1c(C)nc2nc(-c3cc(OC)cc(OC)c3)nn2c1C
 : 2.7%	-9.5%	i	0.2%	-11.4%	8.1%	-15.5%	-1.5%	-2.5%
[21] CCOC(=O)c1cnc(-n2nc(C)cc2C)nc1Oc1ccc(C#N)cc1
 : -2.6%	.	i	-0.1%	5.0%	.	.	3.6%	-11.9%
[22] COc1ccccc1NC(=O)N1CCN(c2ccc(F)cc2)CC1
 : 18.2%	-2.3%	i	0.0%	24.6%	5.9%	-0.5%	1.0%	5.5%
[23] CCCCOC(=O)CSc1nnc(-c2cc(OC)c(OC)c(OC)c2)o1
 : 1.8%	0.3%	i	-0.4%	4.7%	3.1%	-2.0%	7.6%	-2.2%
[24] O=C(Cn1c(C(=O)NCc2ccco2)cc2sccc21)c1ccccc1
 : 4.5%	1.4%	.	.	-7.2%	4.6%	-3.6%	7.7%	5.6%
[25] CN1C(=S)N(c2ccccc2)C(=O)/C1=C/c1cccs1
 : -2.6%	-6.9%	i	-0.8%	10.4%	-5.1%	0.9%	0.3%	-7.5%
[26] COc1cc(C)nc(N2CCCC(C(=O)Nc3ccccc3Br)C2)n1 (stereo unspecified)
 : 7.9%	-1.0%	i	-0.7%	4.5%	2.4%	1.5%	-0.3%	10.1%
[27] Cc1cc(Oc2ccccc2F)nc(NCc2ccccc2)n1
 : 3.9%	-3.8%	.	.	-3.8%	7.2%	-0.6%	-2.5%	-6.1%
[28] CCC(CC)c1nnc(NC(=O)CN2C(=O)c3ccccc3C2=O)s1
 : 5.4%	-7.7%	i	0.0%	-1.6%	-10.7%	-1.2%	12.7%	2.0%
[29] COc1cc(/C=C\C(=O)NCc2ccc3[nH]c(C)cc3c2)cc(OC)c1OC
 : -6.9%	-0.5%	i	0.6%	2.0%	0.6%	-5.2%	0.0%	-9.9%
[30] CC(=O)NS(=O)(=O)c1ccc(NC(=O)c2ccccn2)cc1
 : 13.8%	-6.7%	i	1.7%	-0.4%	-3.9%	-0.4%	3.4%	5.2%
[31] Cc1cccc(NC(=O)Nc2nnc(N3CCCCC3C)s2)c1C (stereo unspecified)
 : 1.9%	-0.7%	i	0.2%	1.6%	-0.3%	-0.6%	-0.8%	5.8%
[32] CC(C)NC(=S)N(C)C1(c2ccccc2Cl)CCCCC1=O (stereo unspecified)
 : -6.4%	-1.6%	i	0.5%	7.7%	-1.0%	-1.7%	2.1%	-8.5%
[33] Cc1ccccc1-n1c(C)nnc1SCC(=O)N1CCc2ccccc2C1
 : 14.8%	-2.7%	i	-0.5%	-1.7%	11.5%	-3.0%	4.5%	-8.5%
[34] O=[N+]([O-])c1cccc(-c2ncc3ccccn23)c1
 : 11.4%	-6.8%	i	-0.4%	3.1%	-3.9%	.	1.0%	-0.9%
[35] O=C(O)Cn1nc(-c2ccccc2)c2ccccc2c1=O
 : 13.8%	-3.1%	i	-0.1%	4.3%	5.5%	-2.6%	5.4%	-3.4%
[36] CCOc1nc(OCC)nc(-n2cc(-c3ccccc3)nn2)n1
 : 20.5%	-2.7%	.	.	-2.1%	0.9%	-2.4%	1.2%	-2.4%
[37] Cc1ccc2nc(-c3ccccc3)c(CN3CCSCC3)n2c1
 : 6.7%	0.3%	i	-1.1%	-0.3%	1.7%	.	9.8%	1.0%
[38] CC(=O)Nc1cccc(NC(=O)CSc2nnnn2C)c1
 : 1.8%	-7.6%	i	-0.1%	2.4%	-3.3%	0.5%	1.5%	4.0%
[39] Cc1c(C(=O)O)oc2ccc(S(=O)(=O)NCCC3=CCCCC3)cc12
 : 22.0%	-4.8%	i	0.5%	-2.7%	-1.7%	-0.8%	1.8%	-6.3%
[40] CNC(=O)c1sc(Nc2cc(C)ccc2C)nc1C
 : 4.6%	-3.0%	i	-1.1%	-7.1%	-4.7%	-0.4%	0.8%	1.6%
[41] Cn1nc(/C=C/c2ccccc2)ccc1=O
 : -35.0%	-1.7%	i	-0.8%	-1.1%	6.8%	-0.1%	-6.1%	-0.9%
[42] Cc1ccccc1-c1n[nH]c(=S)n1/N=C/C=C/c1ccco1
 : -0.4%	.	i	0.0%	1.3%	.	.	10.8%	-5.8%
[43] CCOCCCNC(=O)c1ccccc1Br
 : -2.4%	-6.5%	i	-0.1%	0.1%	6.2%	2.3%	-5.3%	-16.6%
[44] CN(C)c1ccc(C(=S)N2CCCCC2)cc1Br
 : 1.8%	-3.8%	i	0.6%	14.0%	7.4%	-1.0%	3.6%	3.2%
[45] COC(=O)c1cc(=O)c2c([N+](=O)[O-])ccc(OC)c2o1
 : 4.9%	-3.4%	i	0.4%	-7.6%	-11.8%	-1.6%	0.1%	6.8%

Fetched one by one from the list above:
Order of values – M17LAP inhibition	XIAP antagonists	Yfh1-depleted yeast	West Nile virus CPE	Siah-1 displacement	human PMI inhibitors	CSM14.1 death rescue	P. falciparum M1AAP	Salmonella PhoP GFP
[32] CC(C)NC(=S)N(C)C1(c2ccccc2Cl)CCCCC1=O (stereo unspecified)
 : -6.4%	-1.6%	i	0.5%	7.7%	-1.0%	-1.7%	2.1%	-8.5%
[45] COC(=O)c1cc(=O)c2c([N+](=O)[O-])ccc(OC)c2o1
 : 4.9%	-3.4%	i	0.4%	-7.6%	-11.8%	-1.6%	0.1%	6.8%
[35] O=C(O)Cn1nc(-c2ccccc2)c2ccccc2c1=O
 : 13.8%	-3.1%	i	-0.1%	4.3%	5.5%	-2.6%	5.4%	-3.4%
[41] Cn1nc(/C=C/c2ccccc2)ccc1=O
 : -35.0%	-1.7%	i	-0.8%	-1.1%	6.8%	-0.1%	-6.1%	-0.9%

(next part)
Order of values – M17LAP inhibition	XIAP antagonists	Yfh1-depleted yeast	West Nile virus CPE	Siah-1 displacement	human PMI inhibitors	CSM14.1 death rescue	P. falciparum M1AAP	Salmonella PhoP GFP
[46] COc1cccc(N2C(=O)N(c3ccccc3Cl)C3CS(=O)(=O)CC32)c1 (stereo unspecified)
 : -9.4%	-3.9%	i	-0.6%	8.5%	-2.4%	-1.7%	11.2%	2.8%
[47] O=C(c1ccccc1F)N1CCN(CC2CC3C=CC2C3)CC1 (stereo unspecified)
 : 2.8%	-4.9%	i	0.1%	5.1%	-1.2%	3.2%	2.8%	27.1%
[48] Cn1ncc(Cl)c1C(=O)Nc1nc2ccc(Cl)cc2s1
 : 4.5%	-1.6%	i	-1.2%	-0.1%	-5.7%	-6.2%	0.5%	-9.4%
[49] CC(c1ccccc1)N1CC(C(=O)O)CC1=O (stereo unspecified)
 : 3.5%	-2.5%	i	0.2%	5.1%	6.0%	0.8%	6.4%	-5.5%
